Screening data: PubChem BioAssay, National Center for Advancing Translational Sciences (NCATS)
Integrin act MD – activates integrin-mediated alleviation for muscular dystrophy; 0.064% of 350,000 active; AID 624291; Potency, µM (doses to about 38.3 µM), inactives show top-dose activation, actives largely listed as activators; alpha7betagal myoblasts, beta-gal FDG fluorescence, 48 h;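 also: potency is read from the fitted curve at half-maximal effect; 100% = response of the positive control SU9516; nearly all actives have a fitted effect of over 60% in size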
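Alpha7betagal+/- myoblasts (passage 13) were plated 16-24 hr, then exposed to compounds (1:260 dilution of DMSO stock) for 48 hours at 37C. After MPER lysis, β-galactosidase reporter activity was read as FDG fluorescence (ex 480/em 540) after 30 minutes.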
KCNH2 3.1 inh – KCNH2 3.1 (human) potassium channel inhibition; 0.95% of 340,000 active; activity change, % (tested at about 1.8 µM); U2OS KCNH2 3.1, thallium flux FluxOr; stronger effect = lower value;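 active = maximum activity change below -70%; inconclusive = maximum activity change from -70% to -50%; inactive = maximum activity change above -50%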;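 also: thallium influx rate constant from kinetic fluorescence after stimulation buffer; % is scaled to controls: 0 for no effect and ±100 for the full control effect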
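FluxOr-based Tl+ influx in U2OS cells transduced with KCNH2 3.1 virus; rate constants normalized to DMSO controls.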
A-T KAP1 phos – potential ataxia-telangiectasia treatments restoring KAP-1 phosphorylation; AID 485349; 0.19% of 320,000 active; Potency, µM (doses to about 57.5 µM), inactives show at the highest dose activation, most hits filed as activators; […] A-T fibroblasts, KAP-1 phosphorylation AlphaLISA; neocarzinostatin DNA damage 30 min before lysis; also: potency is read from the fitted curve at half-maximal effect; % of control where 0% means no effect; nearly all actives have a fitted effect of over 45% in size
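ATM-like activity read as KAP-1 phosphorylation via AlphaLISA donor/acceptor antibody pairs after lysis and 6 hr at 25C. Cells were ATM-null patient fibroblasts ([…], hTERT), dosed 60 min, then exposed to the DSB inducer NCS for 30 min.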
KCNH2 WT inh – blocks the wildtype human KCNH2 potassium channel; U2OS, BacMam KCNH2, thallium flux FluxOr; stronger effect = lower value; activity change, % at 1.84 µM; 0.37% of 340,000 active; AID 720551;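 active = maximum activity change below -70%; inconclusive = maximum activity change between -70% and -50%; inactive = maximum activity change above -50%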; also: % is scaled to controls: 0 for no effect and ±100 for the full control effect
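U2OS cells were transduced with wild-type KCNH2 virus (2.03 x 10^8 / mL) for 4 h at room temperature, then cultured overnight at 37 C. Thallium flux was read with FluxOr dye. Rate constants were normalized to DMSO controls.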
Coupling enz – coupling enzyme interference in Giardia aldolase counter-screen; coupling enzyme system counterscreen, AmpLite Red fluorescence; activity change, negative = inhibition, % at 58.2 µM, hits read low; 0.67% of 290,000 active; in the data active = activity change below about -30%; also: % is scaled to controls: 0 for no effect and ±100 for the full control effect
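Final compound at 57.5 uM, incubated 10 min at RT with coupling enzyme reagent (glyceraldehyde-3-phosphate), then 20 min with substrate and AmpLite Red detection. Fluorescence read at 525/598 nm; tests interference with the coupling assay, not aldolase inhibition.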
GALK inh – inhibitors of human galactokinase; P51570; Purified GALK, Kinase-Glo residual ATP luminescence; Potency, µM (titrated, usually from 57.5 µM), without a hit: top-dose activity change, negative = inhibition, usual class: inhibitors; 0.007% of 270,000 active; AID 1868; also: potency is read from the fitted curve at half-maximal effect; % is scaled to controls: 0 for no effect and ±100 for the full control effect
Target sequence (P51570 whole entry, looked up): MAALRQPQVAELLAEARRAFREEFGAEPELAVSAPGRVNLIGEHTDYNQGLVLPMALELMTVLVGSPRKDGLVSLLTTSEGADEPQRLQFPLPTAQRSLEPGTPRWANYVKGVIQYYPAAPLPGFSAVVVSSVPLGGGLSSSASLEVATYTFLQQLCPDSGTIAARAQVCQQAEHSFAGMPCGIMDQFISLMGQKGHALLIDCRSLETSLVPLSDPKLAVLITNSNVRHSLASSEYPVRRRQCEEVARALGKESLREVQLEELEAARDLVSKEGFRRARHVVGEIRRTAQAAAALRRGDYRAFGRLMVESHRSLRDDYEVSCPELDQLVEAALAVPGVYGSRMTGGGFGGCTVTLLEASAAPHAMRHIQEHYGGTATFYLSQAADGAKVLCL
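GALK at 5 nM final was combined with compound, 35 uM ATP and 100 uM galactose in HEPES pH8.0 with MgCl2 and DTT. The reaction ran one hour at room temperature before luminescent ATP detection.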
TRPV1 ag – activates the human vanilloid receptor TRPV1; Q8NER1; TRPV1-expressing cells, Fluo-8 calcium influx, agonist mode; activation, % at 8.33 µM; 0.19% of 320,000 active; AID 540275; in the data active = activation above about 80%; inconclusive = between about 30% and that limit; also: 0% is about no effect
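TRPV1-expressing cells were cultured overnight at 35.5C and loaded with Fluo-8 calcium dye for 40 to 90 min at room temperature. After a 10 s baseline, compound was added and calcium influx was read kinetically for 3 min (ex 480/em 520 nm).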
ASM inhibitor – human S-ASM enzyme inhibition; AID 504937; placental ASM, HMU-PC fluorogenic substrate, 60 min; Potency, µM (top dose mostly 57.5 µM), inactives show at the top dose activity change, negative = inhibition, actives largely listed as inhibitors; 0.006% of 340,000 active; P17405; also: potency is read from the fitted curve at half-maximal effect
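Human placenta-derived ASM preincubated with compound 10 min at room temperature, then reacted with 9 uM (final) fluorogenic HMU-PC substrate for 60 min at 37 C. Stop solution raises pH to 10; fluorescence read at Ex 386/Em 447 nm.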
CXXC DNA block – blocks binding of human MLL CXXC domain to DNA | Q03164 | MLL-CXXC / FITC-HOXA9 DNA fluorescence polarization | Potency, µM (titrated, usually from 115 µM), inactives show at the top dose activity change, negative = inhibition, usual class: inhibitors | 0.037% of 290,000 active; active = well fitted inhibition curve with a large enough effect in the polarisation, with a control signal flat, not every such curve was filed as active; inconclusive = small, poorly fitted or top-dose-only effect, or effect the other way, or a change in a side signal; inactive = no such curve, though single readings can be large or run the other way; the % refers to the polarisation; also: potency is read from the fitted curve at half-maximal effect
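Purified MLL-CXXC (added from a 7 uM solution) was preincubated 5 min at ambient with pinned compounds in 50 mM Tris-HCl pH 7.5, 50 mM NaCl, 1 mM DTT, 0.05% BSA. Fluorescein-labeled HOX-A9 DNA (50 nM solution) followed, 30 min, then polarization read.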
MBNL1-CUG inh – blocks human MBNL1 binding to CUG repeat RNA; Q9NR56; TR-FRET MBNL1-His/biotin-(CUG)12 binding, 665/545 ratio; Potency, µM (titrated, usually from 57.5 µM), inactives show top-dose activity change, negative = inhibition, most hits filed as inhibitors; 0.036% of 280,000 active; active = well fitted inhibition curve with a large enough effect in the signal ratio, with a control signal flat, not every such curve was filed as active; inconclusive = small, poorly fitted or top-dose-only effect, or effect the other way, or a change in a side signal; inactive = no such curve, though single readings can be large or run the other way; the % refers to the signal ratio; also: potency is read from the fitted curve at half-maximal effect; % is scaled to controls: 0 for no effect and ±100 for the full control effect
Target sequence (Q9NR56 whole entry, looked up): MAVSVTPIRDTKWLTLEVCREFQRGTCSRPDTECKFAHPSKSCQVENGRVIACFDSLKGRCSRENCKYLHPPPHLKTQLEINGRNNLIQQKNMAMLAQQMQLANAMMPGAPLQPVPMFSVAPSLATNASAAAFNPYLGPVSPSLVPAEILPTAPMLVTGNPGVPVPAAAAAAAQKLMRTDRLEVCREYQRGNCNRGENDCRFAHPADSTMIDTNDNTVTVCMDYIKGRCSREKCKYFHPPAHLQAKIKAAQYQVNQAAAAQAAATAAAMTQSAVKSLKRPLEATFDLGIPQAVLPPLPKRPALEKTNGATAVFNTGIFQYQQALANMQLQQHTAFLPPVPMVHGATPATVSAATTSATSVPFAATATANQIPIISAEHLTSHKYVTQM
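Inhibition of protein-RNA binding appears as loss of TR-FRET between terbium anti-His antibody on MBNL1-His and streptavidin-XL665 on biotin-(CUG)12. Activity is normalized to buffer-only and uninhibited-complex controls.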
The depositor's hits bear a star; i = inactive; ? = inconclusive; nt = not tested or not shown; [ ] = dose if it differs, or a comment. Unless noted, calls follow the shape of the dose curve; as a rule, active = well fitted curve in the direction sought with a large enough effect; inconclusive = small, poorly fitted or top-dose-only effect, or another doubt; inactive = no such curve, though single readings can be large; an effect the other way counts as inactive or inconclusive.

SMILES | Integrin act MD | KCNH2 3.1 inh | A-T KAP1 phos | KCNH2 WT inh | Coupling enz | GALK inh | TRPV1 ag | ASM inhibitor | CXXC DNA block | MBNL1-CUG inh
Cc1cccc(C)c1NC(=O)c1cc2c(=O)c3ccccc3oc2nc1C(F)(F)F | -43% | 3 | 8% | 5 | 2 | 0% | 29 | 4% | 2% | -1%
O=C(Nc1nc2c(F)c(F)c(F)cc2s1)c1ccco1 | 7% | -16 | -17% | 2 | -1 | 0% | 19 | -1% | -4% | 7%
C#CCOC(=O)CCC(=O)Nc1cc(OC)nc(OC)n1 | nt | nt | 3% | nt | 6 | -1% | 2 | nt | -3% | 4%
CSc1nc2n(n1)C(c1cccc(F)c1)C(C(=O)Nc1ccc(C)cc1C)=C(C)N2 (stereo not given) | -14% | -3 | 5% | 3 | 7 | -1% | 1 | 1% | 17% | -16%
CCCNC(=O)Cn1c(=O)cnc2ccccc21 | 10% | 8 | -4% | -1 | 2 | 1% | 3 | 5% | 0% | 18%
Cn1nnnc1SCC(=O)Nc1cc(C(F)(F)F)ccc1N1CCOCC1 | 15% | 15 | -3% | i | 1 | -7% | 2 | 0% | 1% | -7%
O=C(O)COCC(=O)N1CCN(C(c2ccccc2)c2ccccc2)CC1 | 30% | -5 | 0% | 2 | 4 | nt | -2 | 3% | -6% | 5%
CC(C)N(Cc1nccn1C)C(=O)CC1C(=O)NCCN1Cc1ccc(F)cc1 (stereo not given) | -19% | -47 | 2% | -7 | nt | -4% | -1 | 7% | 20% | 3%
COc1ccc(S(=O)(=O)NCCCN2CCOCC2)cc1F | 1% | 32 | 2% | -40 | nt | 6% | -1 | 0% | -2% | 0%
O=C(CCN1C(=O)/C(=C/c2ccccc2)SC1=S)NNC(=O)c1cccnc1 | 17% | -7 | 14% | -27 | 1 | -1% | -5 | -1% | -11% | nt
O=C(NC(=S)Nc1ccc(NC(=O)c2cccs2)cc1)c1cc2ccccc2o1 | -24% | -41 | -4% | 1 | 4 | 0% | -3 | -2% | ? | nt
Cc1ccc(C(=O)NNC(=O)c2cccnc2SCc2cccc([N+](=O)[O-])c2)cc1 | -5% | -16 | -1% | 0 | 1 | -1% | 9 | -9% | -9% | ?
COc1ccccc1C1(O)C(=O)Nc2ccccc21 (stereo not given) | 7% | -2 | 23% | 25 | 3 | 0% | -1 | 1% | 4% | -12%
COc1cccc(-n2c(N)c(C#N)c3ccc([N+](=O)[O-])cc3c2=O)c1 | nt | nt | 3% | nt | 0 | 1% | 0 | nt | 18% | ?
CCc1ccc(-c2nc(CSCC(=O)N3CCN(c4ccccn4)CC3)c(C)o2)cc1 | -51%[inhibitor] | 0 | 2% | 17 | 1 | -2% | 18 | -3% | 3% | 4%
O=C(CN1C(=O)NC(c2ccc(F)cc2)C1=O)NC1CCCCC1 (stereo not given) | 5% | -4 | 6% | -6 | nt | nt | nt | 0% | nt | nt
CCc1n[nH]c2c1/C(=N\O)CC(c1ccccc1)C2 (stereo not given) | -2% | -3 | 1% | -2 | 0 | -1% | 0 | ? | -5% | -8%
C=CCn1c(SCC(=O)c2ccc(NS(=O)(=O)c3ccccc3)cc2)nnc1-c1cccs1 | -23% | -3 | -1% | -12 | 10 | -3% | 1 | -1% | -11% | 8%
Cc1ccc(S(=O)(=O)c2ccc(Cl)cc2)cc1S(=O)(=O)N1CCN(C)CC1 | 16% | -7 | 2% | 13 | 1 | -2% | 2 | -1% | -5% | 0%
CCOC(=O)CCc1c(C)c2ccc(OCC(=O)N(CC)CC)c(C)c2oc1=O | -5% | 6 | -4% | 2 | 2 | 1% | 12 | 3% | -2% | 15%
C/C(NC(=O)c1ccccc1F)=C1\C(=O)C[C@@H]2[C@H]1C2(C)C | 35% | 0 | 1% | -36 | 1 | 0% | 11 | -4% | 5% | 18%
O=C(CCNC(=O)c1ccc(Br)cc1)NCc1ccccn1 | 4% | 4 | 4% | -1 | nt | nt | 1 | 2% | nt | nt
CCc1nc(SCC(=O)O)c(C#N)cc1C | 29% | -3 | 2% | 1 | 8 | 1% | -4 | 3% | 5% | 4%
O=C(Cc1ccccc1)NCC(=O)Nc1cccc(Br)c1 | 3% | 2 | 10% | 9 | 1 | 3% | 28 | 2% | ? | -14%
C/C(=C\C(=O)Nc1cc(C)on1)c1ccccc1 | 18%[7.66 µM] | 32 | 4% | 12 | -2 | -1% | 8 | 5% | 6% | 0%
CCOC(=O)c1c(CC(C)C)csc1/N=C/C1C(=O)CCCC1=O | -71%[inhibitor] | 11 | 1% | 6 | -3 | -3% | 16 | 13% | 25% | 22%
COc1cccc2cc(CC(=O)c3ccc(C)cc3C)c(=O)oc12 | ? | -6 | 3% | -11 | 0 | 3% | 3 | -8% | ? | 8%
Cc1occc1C(=O)N1CCCc2ccccc21 | -16% | -46 | -4% | 5 | -1 | 0% | 1 | -1% | -9% | 5%
COc1ccc(NC(=O)CCC(=O)N/N=C/c2ccncc2)cc1 | ? | 28 | -11% | 0 | -2 | -1% | 12 | -1% | 0% | -2%
O=C(COc1ccc(-n2cnnn2)cc1)Nc1ccc(F)c(F)c1 | -5% | 13 | 28% | -20 | nt | nt | nt | -2% | nt | nt
Cc1ccccc1OCC(=O)Nc1nnc(C2CCCCC2)s1 | 0% | -9 | -6% | -3 | 1 | 5% | 1 | 8% | 3% | 8%
C=CCCC(=O)Nc1ccc(COC(=O)N2CCOCC2)cc1 | 14% | 5 | 4% | -12 | 1 | 0% | -2 | 1% | -4% | -6%
COc1ccc(-n2c(=O)c3ccccc3n(Cc3ccccc3F)c2=O)cc1OC | -8% | 0 | 0% | 9 | 0 | 0% | 0 | -7% | -2% | 2%
O=C(NCc1ccco1)c1cccnc1Cl | -2% | -7 | 1% | 35 | 3 | nt | -6 | 0% | -3% | -7%[11.5 µM]
COC(=O)COc1cc(Br)c(/C=C2/SC(=O)N(CC(=O)N3CCCC3)C2=O)cc1OC | -17% | -2 | 4% | -8 | nt | 0% | 1 | -1% | -13% | 4%
COc1ccc2nc(COC(=O)c3cccs3)c(C(C)=O)[n+]([O-])c2c1 | 11% | -13 | -8% | 6 | 3 | 5% | 6 | 15% | -8% | ?
COc1ccc(C2=C(C=C(C#N)C#N)C(c3ccccc3C)c3ccccc3O2)cc1OC (stereo not given) | -4% | -26 | 3% | -2 | -2 | 0% | 12 | -13% | -20% | nt
Cn1c(=O)c2c(nc(Br)n2CCSc2nnnn2-c2ccccc2)n(C)c1=O | 0%[7.66 µM] | -21 | 1% | -9 | 1 | -1% | -2 | -2% | 6% | -8%
Cn1nc(C(C)(C)C)c(NC(=O)c2ccc(F)cc2)c1C(C)(C)C | 4% | 2 | 0% | 0 | 2 | 0% | -2 | 3% | 12% | nt
O=c1c2ccccc2nc2ccc(N3CCOCC3)nn12 | 2% | 9 | -6% | 12 | 0 | 0% | -2 | 6% | -1% | ?
CCC(C)NC(=O)C1c2ccccc2C(=O)N1Cc1ccccc1OC (stereo not given) | 0% | -16 | 0% | -17 | 3 | 3% | 3 | 6% | 0% | -10%
COc1ccc(CNC(=O)C(C)OC(=O)Cn2cnc3c2c(=O)n(C)c(=O)n3C)cc1 (stereo not given) | 8% | -8 | -2% | 0 | nt | nt | -2 | nt | nt | nt
O=C(CSc1oc(-c2cccs2)nc1S(=O)(=O)c1ccc(F)cc1)NCC1CCCO1 (stereo not given) | 1% | -1 | 6% | 3 | 0 | 0% | nt | 5% | -1% | 13%
CC(=O)Nc1ccc(-c2csc(-c3cccnc3)n2)cc1 | -24% | 7 | 7% | -4 | -1 | -3% | 2 | -1% | -1% | ?
CC12CCC(C(=O)NCc3ccccc3Cl)(OC1=O)C2(C)C (stereo not given) | -11% | 4 | 6% | -1 | 4 | 1% | 3 | 2% | -2% | -13%
O=C(NC1CCCC1)c1noc2c1CCCCC2 | 15% | 3 | 1% | 4 | 2 | -1% | 6 | 8% | 3% | -11%
COc1ccc(CNC(=S)N/N=C/c2ccc(O)c(OC)c2)cc1 | -14% | 1 | 1% | -3 | -3 | 0% | -2 | 97%[activator] | 4% | -4%

Another view of some results above:
Cn1c(=O)c2c(nc(Br)n2CCSc2nnnn2-c2ccccc2)n(C)c1=O
  Integrin act MD: 0%[7.66 µM]
  KCNH2 3.1 inh: -21
  A-T KAP1 phos: 1%
  KCNH2 WT inh: -9
  Coupling enz: 1
  GALK inh: -1%
  TRPV1 ag: -2
  ASM inhibitor: -2%
  CXXC DNA block: 6%
  MBNL1-CUG inh: -8%

Cn1nc(C(C)(C)C)c(NC(=O)c2ccc(F)cc2)c1C(C)(C)C
  Integrin act MD: 4%
  KCNH2 3.1 inh: 2
  A-T KAP1 phos: 0%
  KCNH2 WT inh: 0
  Coupling enz: 2
  GALK inh: 0%
  TRPV1 ag: -2
  ASM inhibitor: 3%
  CXXC DNA block: 12%
  MBNL1-CUG inh: nt
